Assay outcomes as filed in PubChem.
T cell HTS = T cell immune modulators affecting CD8 T cell-vesicle binding; 2C CD8+ T cell-vesicle binding, flow cytometry; stronger effect = lower value; calls only at 7 µM; 330,000 compounds, 0.068% hits;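 active = response, share of CD8 T cells binding vesicles, and their 90th percentile fluorescence all below set limits, cut at about 80% in these data, passing the limit was not always enough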
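Incubation: binding step 1.5 h, 37 °C, antibody labelling 20 min, ice; system: murine 2C transgenic CD8+ T lymphocytes; technique: cytometric PE anti-B7-1 and Alexa647 anti-CD8 signals after 1% paraformaldehyde fixation; also added: QL9-charged Drosophila Ld/ICAM-1/B7-1 vesicles; control set: naked versus QL9-loaded vesicles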
Myeloid diff 2 = myeloid differentiation induction. 360,000 compounds, 1% hits. calls only at 10 µM. ER-HoxA9 myeloid progenitors, lysozyme-GFP differentiation, flow cytometry;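 active = normalized GFP-positive differentiation at or above the plate's own cutoff, the solvent-only control mean plus 3 SD; inconclusive = no clear call, values can overlap the other calls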;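 also: cells exposed to compound for four days before flow analysis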
Lipid droplet = modulators of hepatic lipid droplet formation; AML12 mouse hepatocytes, oleate lipid droplets, BODIPY imaging; inhibition, % at 6.5 µM; 240,000 compounds, 0.4% hits; AID 1656;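 active = lipid droplet intensity inhibited by at least 50%, with more than 500 cells counted; inconclusive = wells with under 300 cells, treated as cytotoxic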
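Assay system: AML12 hepatocytes (mouse) / Also added: 100 µM oleic acid challenge / Times: overnight treatment with compound plus oleate / Detection: high-content imaging of BODIPY-stained droplets and DAPI nuclei / Evaluation: % inhibition of lipid droplet signal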
Lipid droplet cells 6.5 µM = further read-out of Lipid droplet, marked with its call; cell count; measured here: cell count, cytotoxicity flag;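 cells counted across two imaged fields per well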
T cell HTS vesicle-bound % = further read-out of T cell HTS, marked with its call; double positive events, %; measured here: CD8+ vesicle-bound cell fraction;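 binding gate set so that unloaded-vesicle control wells show 10% double positive cells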
Myeloid diff 2 GFP+ MAC1+ % = also measured in Myeloid diff 2; calls as there; GFP+ MAC1+ double positive, %; measured here: differentiation confirmed by MAC1 staining
* hit, by the source's call; i = inactive; ? = inconclusive; . = no result given; + = active, no number.

Values in the order – T cell HTS | T cell HTS vesicle-bound % | Myeloid diff 2 | Myeloid diff 2 GFP+ MAC1+ % | Lipid droplet | Lipid droplet cells 6.5 µM
- O=C(CCCCCNC(=O)N1CCn2c1nc1ccccc12)N[C@@H](C(=O)O)c1ccccc1
    i | 43 | i | 2.7 | -2 | 794
- Cc1ccccc1NC(=O)CSc1nnc(NC(=O)C2CC2)s1
    i | 12 | i | 1.1 | -6 | 747
- CC(=O)Nc1ccc(NC(=O)c2c(-c3ccccc3Cl)noc2C)cc1
    i | 21 | i | 0.3 | 1 | 798
- Cc1cccc(-n2ncc3c2CCCC3NC(=O)Cc2c(C)noc2C)c1C (centres undefined)
    i | 38 | i | 2.2 | -6 | 758
- c1ccc(CN2CCC(N3CCC(N4CCCCCC4)CC3)CC2)cc1
    i | 68 | i | 0.1 | -1 | 749
- O=S(=O)(c1cccc(Br)c1)N1CCN(c2ccnc3cc(Cl)ccc23)CC1
    i | 13 | i | 0.7 | -9 | 826
- O=C(NC1CC2CCCC(C1)N2Cc1ccc(F)cc1)c1ccc(F)cc1 (centres undefined)
    i | 32 | i | 0.6 | -1 | 811
- COc1ccc(S(=O)(=O)Nc2ccc(F)cc2F)cc1C(=O)N1CCOCC1
    i | 23 | i | 0.4 | -3 | 787
- CC1(C)C=C2C(=NN(c3ccccc3)C(N)=C2C#N)CO1
    i | 59 | + | 9.1* | 3 | 778
- Cc1cc(=O)c(C(=O)O)nn1-c1ccccc1[N+](=O)[O-]
    i | 41 | ? | . | 16 | 748
- Cc1ccccc1C(=O)c1cccn1CC(=O)NC1CCCC(C)C1C (centres undefined)
    i | 15 | i | 6.0 | -7 | 628
- CCc1cccc(C)c1NC(=O)Cn1nc(C)n2cccc2c1=O
    i | 54 | i | 9.3 | -19 | 720
- COc1ccccc1N1CCN(C2CCCN(C(=O)CN3CCCC3=O)C2)CC1 (centres undefined)
    i | 48 | i | 0.6 | 8 | 638
- COc1cccc(OCC(=O)Nc2c3c(nn2-c2ccc(F)cc2)CS(=O)(=O)C3)c1
    i | 25 | i | 8.1 | -3 | 845
- COc1ccc(-c2nn(-c3ccccc3)cc2C(N)=O)cc1OC
    i | 62 | i | 0.9 | 15 | 791
- O=C(COc1ccccc1Cl)Nc1nnc(S(=O)(=O)N2CCCCCC2)s1
    i | 33 | i | 1.6 | 6 | 773
- CCc1cccc(CC)c1NC(=O)c1cccc(S(=O)(=O)N2CCN(C)CC2)c1
    i | 12 | i | 1.9 | -2 | 629
- CCOc1ccc(CNC(=O)Cn2ccc3cc(S(=O)(=O)N4CCCCCC4)ccc32)cc1
    i | 13 | ? | . | -34 | 676
- CCC1=Nc2cc(C(=O)NCCCN3CCOCC3)ccc2Sc2ccc(Br)cc21
    i | 31 | i | 1.3 | 11 | 751
- COc1ccc(CCNC(=O)C2CCN(S(=O)(=O)c3cccc4cccnc34)CC2)cc1OC
    i | 29 | ? | . | -25 | 721
- CCC(=O)N1CCc2cc(Br)cc(S(=O)(=O)N3CCCC(C(=O)NC(C)(C)C)C3)c21 (centres undefined)
    i | 20 | i | 0.4 | -4 | 830
- Cc1c(C(=O)N2CCC(C)CC2)sc2ncn(CC(=O)N3CCC(C)CC3)c(=O)c12
    i | 14 | i | 0.5 | 13 | 784
- Cn1cnc2cc(NCc3ccccc3Cl)ccc21
    i | 42 | i | 0.2 | -3 | 723
- Cc1cccc(OCC(=O)Nc2ccc(CN3CCOCC3)cc2)c1C
    i | 16 | i | 1.8 | 1 | 847
- CCN(CC)C(=O)c1c(-c2ccccc2)oc2ccc(O)cc12
    i | 59 | i | 0.1 | 5 | 872
- CCn1cc(C(=O)NCCCOC)c(=O)c2cc(S(=O)(=O)N3CCCC3)ccc21
    i | 8 | i | 0.7 | -2 | 691
- O=C(COc1ccc2c(c1)oc(=O)c1ccccc12)N[C@@H](Cc1c[nH]c2ccccc12)C(=O)O
    i | 4 | i | 3.3 | -11 | 745
- Cc1cc(NS(=O)(=O)c2c(C)[nH]c(=O)[nH]c2=O)ccc1Br
    i | 32 | i | 0.5 | 10 | 827
- CCc1nnc(NC(=O)CCC(=O)NC2CCCCCC2)s1
    i | 21 | i | 1.6 | -8 | 767
- CC1CCCN(C(=O)CCCNC(=O)c2ccc(Cl)cc2)C1 (centres undefined)
    i | 8 | i | 0.2 | -54 | 729

Reformatted: results already given
CCC1=Nc2cc(C(=O)NCCCN3CCOCC3)ccc2Sc2ccc(Br)cc21
- T cell HTS: i
- T cell HTS vesicle-bound %: 31
- Myeloid diff 2: i
- Myeloid diff 2 GFP+ MAC1+ %: 1.3
- Lipid droplet: 11
- Lipid droplet cells 6.5 µM: 751
COc1ccc(CCNC(=O)C2CCN(S(=O)(=O)c3cccc4cccnc34)CC2)cc1OC
- T cell HTS: i
- T cell HTS vesicle-bound %: 29
- Myeloid diff 2: ?
- Myeloid diff 2 GFP+ MAC1+ %: .
- Lipid droplet: -25
- Lipid droplet cells 6.5 µM: 721
CCC(=O)N1CCc2cc(Br)cc(S(=O)(=O)N3CCCC(C(=O)NC(C)(C)C)C3)c21 (centres undefined)
- T cell HTS: i
- T cell HTS vesicle-bound %: 20
- Myeloid diff 2: i
- Myeloid diff 2 GFP+ MAC1+ %: 0.4
- Lipid droplet: -4
- Lipid droplet cells 6.5 µM: 830

Next section:
Values in the order – T cell HTS | T cell HTS vesicle-bound % | Myeloid diff 2 | Myeloid diff 2 GFP+ MAC1+ % | Lipid droplet | Lipid droplet cells 6.5 µM
- O=C(Nc1ccc(N2CCOCC2)cc1N1CCOCC1)c1ccc([N+](=O)[O-])cc1Cl
    i | 17 | i | 1.4 | -14 | 548
- O=C(c1cccc(N2CCCC2=O)c1)N1CCN(c2ccc(F)cc2)CC1
    i | 31 | i | 0.6 | 3 | 727
- COc1ccc(OCc2cc(C(=O)NC3CCc4ccccc43)no2)c(Cl)c1 (centres undefined)
    i | 72 | i | 1.2 | 5 | 695
- CCCOc1ccc(-c2c(=O)n(OCC(=O)OCC)c3ccccc3[n+]2[O-])cc1
    i | 63 | i | 1.5 | -7 | 817
- COc1ccccc1N1CCN(CCCn2c(=S)[nH]c3ccccc3c2=O)CC1
    i | 48 | i | 0.3 | -3 | 862
- Cc1nc2nc(SCC(=O)Nc3cccc(F)c3)[nH]c2cc1Br
    i | 23 | i | 1.5 | 10 | 669
- COc1ccc(NC(=O)CCCc2ccccc2)cc1OC
    i | 45 | i | 0.5 | -1 | 838
- CCCCN(C(=O)c1ccc(OC)c([N+](=O)[O-])c1)c1c(N)n(CCC)c(=O)[nH]c1=O
    i | 20 | i | 0.2 | -4 | 769
- COc1ccc(C(C(=O)NC2CCCC2)N(C(=O)c2ccco2)c2cc3c(cc2C(C)=O)OCO3)cc1 (centres undefined)
    i | 49 | i | 0.5 | -19 | 701
- COc1ccc(NC(=O)c2cnn(-c3ccccc3)c2C)c(OC)c1
    i | 55 | i | 1.3 | 1 | 792
- CC1(C)CC(NC(=O)C(C)(C)Oc2ccc(Cl)cc2)CC(C)(C)N1
    i | 47 | i | 0.2 | 0 | 838
- CCOC(=O)N1CCN(S(=O)(=O)N2CCCC(C(=O)NCCCN3CCCCC3CC)C2)CC1 (centres undefined)
    i | 61 | i | 4.5 | -31 | 643
- O=C(O)c1ccc(CS(=O)(=O)c2ccc(Br)cc2)cc1
    i | 53 | i | 0.5 | 8 | 851
- Cc1ccc(NS(=O)(=O)c2cc3[nH]c(=O)c(=O)[nH]c3cc2C)c(C)c1
    i | 19 | i | 1.4 | -43 | 572
- CCN1C(=O)C(=O)N(Cc2ccc(OC)c(F)c2)C1=O
    i | 14 | i | 0.9 | 11 | 795
- CN(Cc1ccc(C(F)(F)F)cc1)C(=O)C1CCC(=O)N(C2CC2)C1 (centres undefined)
    i | 66 | i | 1.6 | -6 | 710
- CCN1CCN(S(=O)(=O)Cc2ccccc2Cl)CC1
    i | 43 | i | 1.6 | -2 | 774
- COc1ccc2cc(C(=O)CS(=O)(=O)c3ccccc3)c(=O)oc2c1
    i | 32 | i | 0.8 | -9 | 647
- COC(=O)c1ccc(/C=C/c2c(-c3ccsc3)sc3ccccc23)cc1
    i | 59 | i | 1.5 | -1 | 751
- COCCn1c(SCC(=O)Nc2ccc(C(N)=O)cc2)nc2c([nH]c3ccccc32)c1=O
    i | 8 | i | 3.7 | -5 | 749
- COc1ccc(Cl)cc1NC(=O)NNC(=O)c1ccccn1
    i | 22 | i | 1.3 | -3 | 648
- O=C(CN(c1ccccc1)S(=O)(=O)c1ccccc1[N+](=O)[O-])N1CCCC1
    i | 32 | i | 1.5 | -16 | 761
- CCN(CC(=O)Nc1ccccc1C(F)(F)F)C(=O)c1ccc(N2C(=O)CCC2=O)cc1
    i | 67 | i | 3.8 | 29 | 690
- CC(C)C(C)NC(=O)CN1C(=O)NC2(CCc3ccccc32)C1=O (centres undefined)
    i | 38 | i | 0.7 | 5 | 791
- CC1CCN(C(=O)C(NS(=O)(=O)c2cccc3nsnc23)C(C)C)CC1 (centres undefined)
    i | 28 | i | 0.8 | -1 | 713
- COc1cccc(-c2nc(C#N)c(N3CCN(C(=O)c4ccco4)CC3)o2)c1
    i | 11 | i | 0.7 | -1 | 662
- COc1ccc(/C=C(/NC(=O)c2ccccc2)C(=O)N2CCCCC2)cc1
    i | 1 | i | 0.7 | -7 | 712
- CC(Oc1ccccc1)C(=O)N=C1SC2CS(=O)(=O)CC2N1c1cccc(F)c1 (centres undefined)
    i | 8 | i | 0.9 | -29 | 709
- COc1ccccc1S(=O)(=O)N1CCN(S(=O)(=O)c2ccccc2C#N)CC1
    i | 48 | i | 0.2 | 3 | 815
- Cc1ccc2c(c1)N(C(=O)CCC(=O)NCCCN1CCOCC1)CC(C)O2 (centres undefined)
    i | 38 | i | 3.1 | 5 | 736
- COc1ccc(CCn2nc(C)c([N+](=O)[O-])c2C)cc1
    i | 14 | i | 0.9 | -7 | 761
- CS(=O)(=O)N(CC(=O)N1CCCCCC1)c1cc(Cl)ccc1Cl
    i | 23 | i | 0.7 | -2 | 792
- CCN(C(=O)c1ccc2c(=O)n3c(nc2c1)CCCCC3)c1ccc(F)cc1
    i | 60 | i | 1.1 | 2 | 796
- CCCC(=O)Nc1nnc(S(=O)(=O)N(CC)c2ccccc2)s1
    i | 65 | i | 1.2 | -6 | 826
- COc1ccc(/C=C(\NC(=O)c2ccc(C)cc2)C(=O)NCCCn2ccnc2)cc1
    i | 27 | i | 4.4 | -6 | 815
- Cn1cc(C(=O)N2CCN(c3cccc(Cl)c3)CC2)c(=O)c2cc(S(=O)(=O)N3CCOCC3)ccc21
    i | 50 | i | 1.0 | -78 | 764
- O=C(C1=C(O)C(=O)N(CCN2CCOCC2)C1c1ccc(F)cc1)c1cc2ccccc2o1 (centres undefined)
    i | 38 | i | 1.5 | 0 | 695
- CC1=NN(C(N)=S)C(=O)C1N=Nc1cccc(C(=O)O)c1 (centres undefined)
    i | 58 | i | 0.7 | 13 | 824
- CS(=O)(=O)Cc1ccc(C(=O)Nc2cccc(-c3nc4ccccc4[nH]3)c2)cc1
    i | 26 | i | 0.9 | 18 | 798

Exported as a markdown table: part of the list above.
| mol | T cell HTS | T cell HTS vesicle-bound % | Myeloid diff 2 | Myeloid diff 2 GFP+ MAC1+ % | Lipid droplet | Lipid droplet cells 6.5 µM |
| --- | --- | --- | --- | --- | --- | --- |
| CS(=O)(=O)N(CC(=O)N1CCCCCC1)c1cc(Cl)ccc1Cl | i | 23 | i | 0.7 | -2 | 792 |
| CCN(C(=O)c1ccc2c(=O)n3c(nc2c1)CCCCC3)c1ccc(F)cc1 | i | 60 | i | 1.1 | 2 | 796 |
| CCCC(=O)Nc1nnc(S(=O)(=O)N(CC)c2ccccc2)s1 | i | 65 | i | 1.2 | -6 | 826 |

These rows are one share of the data (hit frequency here may not be typical).
